High-throughput results deposited in PubChem BioAssay by National Center for Advancing Translational Sciences (NCATS).
L3MBTL1 block: inhibitors of human L3MBTL1; AlphaScreen L3MBTL1–H3K9me1 peptide binding; Potency, µM (series often up to 57.1 µM), inactives show at the top dose activity, negative = inhibition, most hits filed as inhibitors; actives 0.66% (n = 230,000); AID 485360; also: nearly all actives have a fitted effect of over 60% in size
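L3MBTL1 50 nM + b-AHA-H3(1-15)K9me1 75 nM, 30 min RT; compound added, 30 min RT; streptavidin donor/Ni-chelate acceptor beads 10 ug/mL each final, 30 min RT dark; AlphaScreen read.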
TexasRed fluor: Texas Red fluorescence interference in TRb-SRC2 counter-screen; Potency, µM (doses to about 106 µM), for the others: at the top dose fluorescence change, negative = quenching; AID 1479; TRb/SRC2 Texas Red total fluorescence interference; actives 0.29% (n = 280,000); active = well fitted curve in either direction with a large enough effect; inconclusive = small, poorly fitted or top-dose-only effect
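Human TRb ligand-binding domain at 0.6 uM with 20 nM Texas Red SRC2 peptide in Tris buffer containing 1 uM T3 and 5% DMSO, incubated with compound 5 h at ambient temperature. Total fluorescence (555/632 nm) calculated as parallel + 2 × perpendicular.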
RECQ1 inh: blocks DNA unwinding by human RECQ1; RECQ1 DNA unwinding, red fluorescence kinetic read; actives 0.54% (n = 240,000); Potency, µM (series often up to 57.3 µM), without a hit: top-dose activity, negative = inhibition, usual class: inhibitors;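 also: plate controls were vehicle for no effect and no enzyme for full effect; nearly all actives have a fitted effect of over 30% in size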
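RECQ1T1 50 nM; forked duplex (20 bp + 30-nt ss tails) 200 nM, ATP 2 mM final; pH 8.0, 2 mM MgCl2, 2.5 ug/ml poly(dI-dC); 15 min compound preincubation; discontinuous kinetic read over 2 h at RT.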
TRb SRC2 PPI: inhibitors of human thyroid hormone receptor beta-SRC2 interaction; actives 0.065% (n = 280,000); P10828; TRbeta-SRC2 peptide binding, fluorescence polarization; receptor liganded with 1 µM T3; Potency, µM (doses to about 106 µM), for inactives: at the top dose activity change, negative = inhibition, hits mostly inhibitors;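 also: plate controls were bound peptide for no effect and peptide without receptor for full effect; nearly all actives have a fitted effect of over 50% in size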
Target sequence (P10828 whole entry, looked up): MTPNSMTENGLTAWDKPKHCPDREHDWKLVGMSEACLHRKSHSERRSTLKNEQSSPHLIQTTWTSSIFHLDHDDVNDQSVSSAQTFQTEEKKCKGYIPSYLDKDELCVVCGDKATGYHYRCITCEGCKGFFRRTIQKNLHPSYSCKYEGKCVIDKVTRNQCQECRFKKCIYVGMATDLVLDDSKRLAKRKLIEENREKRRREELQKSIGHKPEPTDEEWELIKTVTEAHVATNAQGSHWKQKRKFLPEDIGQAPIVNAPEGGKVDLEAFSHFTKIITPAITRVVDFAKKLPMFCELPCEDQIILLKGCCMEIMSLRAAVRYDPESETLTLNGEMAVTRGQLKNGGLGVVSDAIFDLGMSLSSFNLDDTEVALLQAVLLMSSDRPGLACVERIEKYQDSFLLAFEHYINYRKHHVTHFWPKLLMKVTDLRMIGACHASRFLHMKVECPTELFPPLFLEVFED
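Quantitative HTS by FP: 0.6 uM TRb LBD, 20 nM labeled SRC2 20-mer, 1 uM T3, 5% DMSO; 5 hr ambient incubation; % activity per concentration and potencies from concentration series.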
aGlu spleen mod: lysosomal alpha-glucosidase (human) modulation; human spleen homogenate, 4-MU-alpha-glucoside fluorescence; Potency, µM (series often up to 79.9 µM), for inactives: at the top dose activity change, negative = inhibition, most hits filed as inhibitors; actives 0.006% (n = 240,000); AID 2112;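 also: 0% = enzyme with vehicle and -100% = no enzyme basal signal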
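AC50 values come from Hill-equation fits of concentration-response data, normalized to no-enzyme and full-activity controls. Enzyme source: 1 ug human spleen homogenate; 1 mM fluorogenic 4-MU glucoside, pH 5.0 citrate buffer, 37 C, 40 min.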
GAA inhib: blocks human lysosomal alpha-glucosidase | P10253 | Potency, µM (doses to about 76.9 µM), inactives show at the top dose activity change, negative = inhibition, actives largely listed as inhibitors | actives 0.005% (n = 200,000) | purified human GAA, 4-MU-alpha-glucoside fluorescence | AID 1466;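 also: plate controls were uninhibited enzyme wells for no effect and no-enzyme background for full effect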
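Human alpha-glucosidase, 4 nM, pre-mixed with test compounds before 400 uM 4-methylumbelliferyl substrate; 20 min room temperature at pH 5.0. Fluorescence read after pH 10 stop; AC50 values from Hill-equation fits.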
GAA glycogen: inhibitors or activators of human alpha-glucosidase glycogen cleavage; P10253; recombinant GAA, glycogen substrate, Amplex Red glucose oxidase fluorescence; Potency, µM (titrated, usually from 76.4 µM), without a hit: top-dose activity change, negative = inhibition, hits mostly inhibitors; actives 0.38% (n = 300,000);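 also: 0% = full enzyme reaction and -100% = no-enzyme basal signal; the screen sought inhibitors and activators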
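Recombinant human enzyme (4 nM); glycogen substrate; 37 C, 40 min, pH 5.0. Readout: coupled glucose oxidase/Amplex Red fluorescence.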
GoLoco inh red: blocks human Gai1 binding to RGS12 GoLoco peptide, red readout. P63096. Gai1:RGS12 GoLoco peptide FP, rhodamine, 10 min. actives 0.44% (n = 230,000). Potency, µM (top dose mostly 61.6 µM), for the others: at the highest dose activity, negative = inhibition, hits mostly inhibitors; active = well fitted inhibition curve with a large enough effect, not every such curve was filed as active; inactive = no such curve, though single readings can be large or run the other way; also: nearly all actives have a fitted effect of over 30% in size; many of its hits are not listed in these tables
Target sequence (P63096 whole entry, looked up): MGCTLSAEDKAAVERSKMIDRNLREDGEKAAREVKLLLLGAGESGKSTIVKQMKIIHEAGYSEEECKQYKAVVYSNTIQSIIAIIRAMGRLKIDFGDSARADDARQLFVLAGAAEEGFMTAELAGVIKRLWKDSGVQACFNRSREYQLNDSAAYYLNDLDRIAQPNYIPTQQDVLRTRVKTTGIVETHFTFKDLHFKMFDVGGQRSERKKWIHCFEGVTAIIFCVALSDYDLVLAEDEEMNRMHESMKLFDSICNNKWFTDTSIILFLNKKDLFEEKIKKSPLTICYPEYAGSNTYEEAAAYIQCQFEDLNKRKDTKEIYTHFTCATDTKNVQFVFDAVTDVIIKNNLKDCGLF
Numbers without * were called inactive; i = inactive; ? = inconclusive; . = no result given; [ ] = dose if it differs, or a comment. Unless noted, calls follow the shape of the dose curve; as a rule, active = well fitted curve in the direction sought with a large enough effect; inconclusive = small, poorly fitted or top-dose-only effect, or another doubt; inactive = no such curve, though single readings can be large; an effect the other way counts as inactive or inconclusive. Unless noted, % is scaled to controls: 0 for no effect and ±100 for the full control effect; potency is read from the fitted curve at half-maximal effect. An excerpt; count on the stated rates, not on these rows.

SMILES	TRb SRC2 PPI	RECQ1 inh	GAA glycogen	GAA inhib	L3MBTL1 block	TexasRed fluor	aGlu spleen mod	GoLoco inh red
COc1ccc(OC)c(NC(=O)Nc2cc(NC(=O)Nc3cc(OC)ccc3OC)c(C)nc2C)c1	-10%	1%	5%	6%	-1%	-4%	-4%	-4%
O=C1c2ccccc2C(=O)N1Cc1cccnc1	4%	i	2%	9%	12%	-1%	3%	15%
NS(=O)(=O)c1ccc(C(=O)O)cc1	0%	-2%	-9%	2%[15.4 µM]	11%	-6%	-10%	6%
COc1cc(C(=O)N2CCC(c3nc(-c4cccnc4)no3)CC2)cc(OC)c1OC	-3%	-13%	3%	-3%	0%	-1%	-3%	-4%
CO/N=C/C(NC(=O)c1ccc(C(F)(F)F)cc1)C(=O)OC (stereo unspecified)	-11%	-5%	0%	-1%	4%	-8%	-1%	4%
CC(C)CCNC(=O)[C@H](CSCc1ccccc1)N1Cc2ccccc2C1=O	3%	-6%	-5%	-6%	3%	-1%	-1%	5%
CCn1ncc(Br)c1C(=O)Nc1cc(C)ccc1F	7%	-4%	1%	-8%	17%	-1%	-3%	5%
Cc1nc2ccc(S(=O)(=O)NCC(=O)NCc3ccc4c(c3)OCO4)cc2s1	7%	-16%	4%	2%	-4%	1%	-1%	22%
COCCCN(C(=S)NC(=O)C12CC3CC(CC(C3)C1)C2)c1c(N)n(Cc2ccccc2)c(=O)[nH]c1=O	7%	i	18%	5%	1%	2%	5%	11%
Cc1ccccc1NC(=O)COc1ccc2c(c1)OC(C)(C)CC2=O	4%	i	5%	-6%	11%	-2%	1%	3%
O=C(CSc1n[nH]c(-c2ccccc2)n1)c1ccc(O)c(O)c1	-1%	20µM*	10µM*	-5%	?	-7%	-15%	1%
CS(=O)(=O)N1CC2CCCN2c2ccc(C(F)(F)F)cc21 (stereo unspecified)	3%	9%	11%	2%	6%	2%	5%	4%
COc1cc(SC)ccc1C(=O)OC1CCOC1=O (stereo unspecified)	-1%	11%	-14%	-3%	-1%	0%	0%	-1%
O=C(COC(=O)C1CCCCC1)Nc1ccc(N2CCCCC2)cc1	0%	-6%	-22%	-9%	-28%	1%	-11%	-15%
O=C(NCC1CCCO1)c1cc(C(=O)C2CC2)c[nH]1 (stereo unspecified)	-7%	1%	-2%	6%	4%	-2%	-7%	6%
Cc1c(C#N)c2ccccc2n1C	-11%	-3%	7%	.	.	-4%	-2%	8%
O=C(Cc1c[nH]c2ccccc12)NNC(=O)c1ccccc1	-3%	-8%	-8%	-1%	11%	-1%	3%	-11%
Cc1ccc(-c2c3c(=O)n(C)c(=O)n(C)c3cn2Cc2ccccc2)cc1	-16%	i	2%	3%	.	-2%	-13%	0%
O=C(Cc1ccccc1)N1CCN=C1SCc1cccc([N+](=O)[O-])c1	-10%	0%	-3%	-5%	-4%	0%	.	15%
Cc1ccc(C(=O)N(c2ccccn2)C(C)c2ccco2)cc1 (stereo unspecified)	3%	-6%	-4%	2%	1%	2%	-2%	-1%
CCOc1ccc(N(C(=O)CNC(=O)c2ccco2)C(C(=O)NC2CCCC2)c2ccncc2)cc1 (stereo unspecified)	-3%	18%	10%	5%	5%	-1%	-1%	-4%
CC(C)N1CC23C=CC(O2)C(C(=O)OCc2ccccc2)C3C1=O (stereo unspecified)	-1%	-6%	-2%	-16%	2%	-3%	-3%	-8%
Fc1ccc(-n2c(-c3ccc4c(c3)OCO4)n[nH]c2=S)cc1Cl	0%	-12%	-6%	-5%	4%	1%	-3%	-13%
Cc1cccc(NC(=O)NNC(=O)c2nn(C)cc2Br)c1	1%	4%	-1%	2%	-3%	-1%	3%	-2%
Oc1ccc(C(c2nnnn2C2CCCCC2)N2CCOCC2)cc1 (stereo unspecified)	-12%	-7%	-5%	8%	0%	-1%	-6%	11%
c1ccc(-c2nc(N3CCNCC3)nc3ccccc23)cc1	12%	7%	1%	-3%	.	0%	-2%	-1%
CCCCC[C@H](O)/C=C/C=C/C=C/[C@@H](O)C/C=C\CCCC(=O)O	0%	0%	.	.	.	0%	-2%	0%
Cc1ccc(C(CC(=O)NCCCN(C)C)c2ccc(OC(C)C)cc2)cc1 (stereo unspecified)	-2%	-6%	3%	.	-13%	-7%	-3%	7%
Clc1cccc2c1CN(C1=NCCN1)C2	-1%	-2%	.	.	.	0%	4%	-3%
Cc1cc(NS(=O)(=O)c2ccc(NC(=O)NC3CCCCC3)cc2)no1	0%	3%	9%	-8%	6%	-4%	5%	-3%

2 compounds drawn at random from the list so far, as already listed:
SMILES	TRb SRC2 PPI	RECQ1 inh	GAA glycogen	GAA inhib	L3MBTL1 block	TexasRed fluor	aGlu spleen mod	GoLoco inh red
COc1cc(C(=O)N2CCC(c3nc(-c4cccnc4)no3)CC2)cc(OC)c1OC	-3%	-13%	3%	-3%	0%	-1%	-3%	-4%
O=C(COC(=O)C1CCCCC1)Nc1ccc(N2CCCCC2)cc1	0%	-6%	-22%	-9%	-28%	1%	-11%	-15%

New compounds follow
SMILES	TRb SRC2 PPI	RECQ1 inh	GAA glycogen	GAA inhib	L3MBTL1 block	TexasRed fluor	aGlu spleen mod	GoLoco inh red
CCNC(=S)N1CCN(c2ccccn2)CC1	3%	-4%	21%	3%	7%	-6%	-1%	.
O=C(Nc1ccc(F)cc1)C1CCCCC1	-3%	-9%	3%	-4%	6%	-6%	-3%	6%
CCCNC(=S)Nc1cccc(C(F)(F)F)c1	-4%	0%	2%	9%	-4%	-3%	5%	0%
CC(C)OCc1c(C(=O)Nc2nccs2)oc2ccccc12	-6%	-2%	4%	-11%	.	-5%	-1%	5%
COc1ccccc1NC(=O)c1ccc(N)cc1	10%	-5%	-4%	-3%	-1%	2%	-1%	20%
CSc1nnc2c(n1)OC=Nc1ccccc1-2	2%	-2%	0%	-1%	9%	-4%	-3%	3%
Cc1c(Cl)cccc1NCC(=O)Nc1ccc(Cl)cc1F	7%	-13%	13%	-7%	10%	5%	3%	.
CCO/C=N/c1c(C#N)c2c(c(=S)n1C)COC(C)(C)C2	-8%	i	-22%	-8%	.	1%	-8%	7%
OCC(O)C(O)C(O)C(O)C1NCCS1 (stereo unspecified)	0%	-12%	-5%	-2%	.	-9%	6%	-12%
C=CCNC(=O)NC(=O)COC(=O)[C@H](C)NS(=O)(=O)c1c(C)c(C)cc(C)c1C	2%	i	-6%	.	.	-1%	-1%	4%
Cn1c(=O)c2c(nc(CN3CCN(C(c4ccccc4)c4ccccc4)CC3)n2CC(N)=O)n(C)c1=O	-13%	i	2%	-5%	.	1%	-8%	4%
Cc1ccnc(SCc2cc(=O)c(OC(=O)c3cccs3)co2)n1	0%	-3%	1%	-2%	.	-3%	0%	6%
CC1CCCC(NC(=O)C2CCN(S(=O)(=O)N3CCCCC3)CC2)C1C (stereo unspecified)	0%	-8%	1%	0%	.	0%	-5%	10%
Cc1ccc(S(=O)(=O)N2CCCCC2)cc1NC(=O)c1ccc2c(c1)OCO2	-1%	-8%	13%	0%	5%	-5%	-3%	-8%
COc1ccc(CCc2nnc(CCC(=O)NCc3cnc4ccccn34)o2)cc1	2%[53 µM]	i	8%	-18%	9%	-1%[53 µM]	-6%	-4%
O=C(c1ccc(S(=O)(=O)NCC2CCCO2)cc1)N1CCN(c2cccc(Cl)c2)CC1 (stereo unspecified)	-3%	6%	8%	-10%	1%	3%	2%	6%
COc1ccccc1NC(=O)N1CCCC1C(=O)NCc1ccc2c(c1)OCO2 (stereo unspecified)	9%	-6%	3%	-5%	-2%	-1%	-5%	4%
Cc1ccc(N2C(=O)CC(c3c[nH]c4ccccc34)C2=O)cc1 (stereo unspecified)	4%	i	-1%	-5%	-26%	1%	.	16%
NC(=O)c1ccsc1NC(=O)COc1ccccc1	-7%	0%	5%	-1%	-8%	-1%	-6%	13%
COc1cc(-c2nc3ccccn3c2/N=C/c2cc(OC)c(O)cc2Cl)ccc1O	-5%	-9%	?	-6%	.	-1%	-2%	-2%
CC(=O)c1cccc(NC(=O)Cc2coc3cc4c(cc23)CCC4)c1	-1%	-14%	8%	1%	1%	3%	-13%	7%
O=C(O)C1CCCN1S(=O)(=O)c1cccc2nsnc12 (stereo unspecified)	3%	-8%	-6%	-6%	12%	1%	0%	-3%
Cc1nc(NC2=NCN(Cc3cccnc3)CN2)nc2c(C)cccc12	-16%	25%	0%	4%	.	2%	-16%	6%
O=C(O)c1ccccc1Nc1ccc([N+](=O)[O-])cc1	-3%	1%	5%	1%	1%	-3%	-19%	8%
CC(=O)N1C2CCCCC2S[C@H]2CCCCC21 (stereo partly specified)	1%	i	-4%	0%	2%	1%	9%	-4%
N#Cc1c(NC(=O)CSc2nnc(-c3ccncc3)n2CC2CCCO2)sc2c1CCCC2 (stereo unspecified)	3%	i	-1%	4%	-4%	0%	2%	2%
CC(=O)NC1C2CN3CCN(C2)CC1(Cc1ccccc1)C3 (stereo unspecified)	4%	-13%	-7%	3%	-1%	-2%	-5%	35%[activator]

One compound at a time (already shown). Screens in order: TRb SRC2 PPI | RECQ1 inh | GAA glycogen | GAA inhib | L3MBTL1 block | TexasRed fluor | aGlu spleen mod | GoLoco inh red
`COc1ccccc1NC(=O)N1CCCC1C(=O)NCc1ccc2c(c1)OCO2` (stereo unspecified) is listed as 9% | -6% | 3% | -5% | -2% | -1% | -5% | 4%
`Cn1c(=O)c2c(nc(CN3CCN(C(c4ccccc4)c4ccccc4)CC3)n2CC(N)=O)n(C)c1=O` is listed as -13% | i | 2% | -5% | . | 1% | -8% | 4%
`C=CCNC(=O)NC(=O)COC(=O)[C@H](C)NS(=O)(=O)c1c(C)c(C)cc(C)c1C` is listed as 2% | i | -6% | . | . | -1% | -1% | 4%
